# TrxR1 inh: rat TrxR1 inhibition; O89049; recombinant rTrxR1, NADPH fluorescence consumption, selenite substrate; Potency, µM (top dose mostly 114 µM), without a hit: top-dose activity change, negative = inhibition, hits mostly inhibitors; 390,000 tested, 1% active; AID 588453; further: potency means the concentration at half of the fitted maximal effect; on the % scale 0 is the no-effect control and ±100 the full control effect; nearly all actives have a fitted effect of over 65% in size
#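 Rat TrxR1 (90 nM in the dispensed reagent) was pre-reduced with 400 uM NADPH for 5 min at room temperature, then incubated with compound for 15 min. After 400 uM selenite was added, NADPH fluorescence (Ex 340/Em 450 nm) was followed for 8 min.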
# D2 antagonist: antagonists of human D2 dopamine receptor; HEK293 TREx D2 cells, calcium flux, dopamine EC80; 340,000 tested, 2% active; P14416; inhibition, % at 10 µM; AID 485344; in the data active means inhibition above about 30%; further: 0% is about no effect
#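 Calcium flux kinetic readout in an inducible HEK293 TREx D2 line plated overnight at 30 C. After 180 s compound exposure, an EC80 dopamine challenge follows with another 180 s kinetic read to detect antagonism.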
# TrxR1 substrate: rat thioredoxin reductase 1 substrate activity. O89049. purified TrxR1 substrate turnover, NADPH consumption readout. Potency, µM (titrated, usually from 114 µM), for the others: at the top dose activity change, negative = substrate turnover. 390,000 tested, 0.01% active. AID 588456; further: potency means the concentration at half of the fitted maximal effect; on the % scale 0 is the no-effect control and ±100 the full control effect; nearly all actives have a fitted effect of over 50% in size
#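 Rat TrxR1, dispensed at 90 nM, was prereduced with 400 uM NADPH (final) for 5 min at ~22 deg C, then incubated with compound 15 min before 400 uM selenite. A first-read NADPH fluorescence drop versus no-compound background flagged substrates.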
# TRHR PAM: allosteric enhancers of human TRH receptor; P34981; TRHR cells, fluo-8 calcium fluorescence, EC20 TRH enhancement; enhancement, % at 2 µM; 360,000 tested, 0.66% active; AID 493056; in the data active means enhancement above about 30%; further: 0% is about no effect
# Target sequence (P34981 whole entry, looked up): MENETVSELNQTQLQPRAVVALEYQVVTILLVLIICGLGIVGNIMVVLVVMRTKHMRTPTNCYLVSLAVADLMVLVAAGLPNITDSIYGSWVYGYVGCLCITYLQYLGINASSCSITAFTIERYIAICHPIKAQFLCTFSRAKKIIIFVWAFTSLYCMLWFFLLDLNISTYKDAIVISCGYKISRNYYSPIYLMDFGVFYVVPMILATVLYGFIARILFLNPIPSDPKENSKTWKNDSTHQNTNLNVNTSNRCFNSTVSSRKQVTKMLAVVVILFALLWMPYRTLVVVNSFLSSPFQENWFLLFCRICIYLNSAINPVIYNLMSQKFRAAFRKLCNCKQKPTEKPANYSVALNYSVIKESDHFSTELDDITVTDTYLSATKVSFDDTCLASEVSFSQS
#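 TRHR-expressing cells loaded with fluo-8 calcium dye were read kinetically (ex 480/em 530) during compound addition, then stimulated with an EC20 of TRH (10 nM final). Enhancement of the Gq-mediated intracellular calcium response was scored.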
# Pin1 inh: blocks the human prolyl isomerase Pin1; Q13526; Pin1 FP peptide displacement, HiFluor488, 10 min; 390,000 tested, 0.009% active; Potency, µM (series often up to 115 µM), for inactives: at the highest dose activity, negative = inhibition, usual class: inhibitors; active means well fitted inhibition curve with a large enough effect in the polarisation, with a control signal flat, not every such curve was filed as active; inconclusive means small, poorly fitted or top-dose-only effect, or effect the other way, or a change in a side signal; inactive means no such curve, though single readings can be large or run the other way; the % refers to the polarisation; further: potency means the concentration at half of the fitted maximal effect; on the % scale 0 is the no-effect control and ±100 the full control effect
# Target sequence (Q13526 whole entry, looked up): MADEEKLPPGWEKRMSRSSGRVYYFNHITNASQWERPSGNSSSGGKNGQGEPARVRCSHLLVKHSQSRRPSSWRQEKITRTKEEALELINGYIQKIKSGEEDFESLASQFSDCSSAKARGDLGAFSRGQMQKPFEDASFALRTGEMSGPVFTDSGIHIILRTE
# IDH1 R132H inh: inhibitors of human mutant IDH1 R132H; Potency, µM (top dose mostly 76.6 µM), for the others: top-dose activity change, negative = inhibition, actives largely listed as inhibitors; AID 602179; 390,000 tested, 0.093% active; IDH1-R132H enzyme, NADPH consumption, diaphorase/resazurin fluorescence; further: potency means the concentration at half of the fitted maximal effect; on the % scale 0 is the no-effect control and ±100 the full control effect; nearly all actives have a fitted effect of over 65% in size
# Target sequence (O75874 whole entry R132H, stated change not applied): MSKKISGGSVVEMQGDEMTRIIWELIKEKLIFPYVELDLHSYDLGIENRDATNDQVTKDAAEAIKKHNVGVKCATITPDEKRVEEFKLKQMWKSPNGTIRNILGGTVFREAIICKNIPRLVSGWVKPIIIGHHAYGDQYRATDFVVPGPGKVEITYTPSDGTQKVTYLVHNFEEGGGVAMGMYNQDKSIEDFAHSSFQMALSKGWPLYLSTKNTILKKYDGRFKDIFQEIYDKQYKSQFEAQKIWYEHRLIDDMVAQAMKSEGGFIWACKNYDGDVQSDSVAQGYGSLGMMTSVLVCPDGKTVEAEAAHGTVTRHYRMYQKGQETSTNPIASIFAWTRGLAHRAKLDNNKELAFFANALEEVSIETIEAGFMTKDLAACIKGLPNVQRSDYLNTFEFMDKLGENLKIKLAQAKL
#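 IDH1-R132H (0.5 ug/mL) preincubated 30 min with compound, then NADPH (0.016 mM) and alpha-KG (2 mM) added; 80 min at RT, pH 7.5. Remaining NADPH coupled via diaphorase/resazurin to fluorescence (540/590 nm); concentration-response curves normalized to no-enzyme control.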
# TRHR agonist: agonists of human TRH receptor; 360,000 tested, 0.18% active; TRHR cells, calcium flux fluo-8, FDSS agonist mode; P34981; activation, % at 2 µM; in the data active means activation above about 30%; further: 0% is about no effect
#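 In this calcium-flux screen, cells bearing human TRHR are dye-loaded with fluo-8, baselined for 10 cycles, then exposed to library compounds; positive kinetic calcium responses during the agonist phase mark hits, with TRH as control.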
# USP1-UAF1 inh: USP1/UAF1 (human) deubiquitinase inhibition | O94782 | recombinant USP1/UAF1, Ub-Rhodamine cleavage fluorescence | Potency, µM (doses to about 57.1 µM), without a hit: top-dose activity change, negative = inhibition, usual class: inhibitors | 390,000 tested, 0.23% active; further: potency means the concentration at half of the fitted maximal effect; on the % scale 0 is the no-effect control and ±100 the full control effect; nearly all actives have a fitted effect of over 60% in size; inactives centre near -12
#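 High-throughput fluorogenic screen: 1nM USP1/UAF1 complex, Ub-Rho substrate 150nM final, 50mM HEPES pH 7.8 with 0.5mM EDTA, 0.1 mg/ml BSA, 1mM TCEP and 0.01% Tween-20.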
# D2 agonist: activates the human D2 dopamine receptor | activation, % at 2 µM | 340,000 tested, 0.53% active | HEK293 T-REx D2 cells, calcium flux agonist mode | AID 485358 | P14416;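 active means activation over 3 SD above normal in the single-dose calcium agonist read, cut at about 30% in these data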; further: 0% is about no effect
#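 HEK293 Trex D2 cells, tetracycline-induced, o/n 30 C 5% CO2; no-wash Ca dye, RT 30–90 min; 10-cycle baseline, 23 nl cpd added, kinetic Ca read 180 s; agonist hits = positive Ca response.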
# The depositor's hits bear a star; ? = inconclusive; · = no result given; & = joins results of further samples; [ ] = remark or other dose. Unless noted, the call rests on the fitted dose curve; in most records, active means well fitted inhibition curve with a large enough effect; inconclusive means small, poorly fitted or top-dose-only effect; inactive means no such curve, though single readings can be large or run the other way. A portion of the library; the hit share may differ from the screen's.
1: CN(Cc1ccc(Cl)s1)C(=O)CNC(=O)CNC(=O)c1ccc(Cl)cc1Cl
2: C/C(=N\NC(=O)CCC(=O)Nc1ccc(C)c(C)c1)c1cccs1
3: COc1cc(OC)c(C(=O)Nc2cccnc2)cc1OC
4: Cc1ccnc(SCc2ccc(C(=O)O)cc2)n1
5: Cc1onc(-c2c(F)cccc2Cl)c1C(=O)Nc1ccc(S(=O)(=O)N2CCOCC2)cc1
Compound	1	2	3	4	5
TrxR1 inh	38.0%[activator]	17.2%[57.1 µM]	5.7%[57.1 µM]	12.0%	12.1%
D2 antagonist	10.4	·	-16.2	-3.5	·
TrxR1 substrate	14.8%	7.6%[57.1 µM]	-7.9%[57.1 µM]	3.5%	1.5%
TRHR PAM	0.6	-2.9	-6.7	-1.9	·
Pin1 inh	0.4%	13.4%	-5.5%	-6.6%	-0.3%
IDH1 R132H inh	5.7%	1.5%	-2.3%	7.8%	-2.5%
TRHR agonist	-0.6	0.4	1.0	0.1	·
USP1-UAF1 inh	-14.3%	-13.1%	-28.9%	-26.3%	-21.3%
D2 agonist	0.7	·	0.4	0.8	·

6: O=C(CCN1C(=O)/C(=C/c2ccccc2)SC1=S)NC1CCS(=O)(=O)C1 (stereo not drawn)
7: Cc1cc(C)c2ccc(C)[n+]([O-])c2c1O
8: CCc1ccc(CNC(=O)CCC(=O)N2Cc3cccc(OC)c3Oc3ncccc32)cc1
9: CCOC(=O)N1CCN(Cc2nc(N)nc(Nc3ccc(Oc4ccccc4)cc3)n2)CC1
10: CC(C)Oc1ccc(C(=O)Nc2ccc3c(c2)n(C)c(=O)n3C)cc1
Compound	6	7	8	9	10
TrxR1 inh	12.9%	?	2.8%&19.1%	?	5.0%[57.1 µM]
D2 antagonist	-6.5	37.4*	0.2	-4.1	-3.3
TrxR1 substrate	-1.4%	1.6%[57.1 µM]	-4.7%&7.5%	-14.2%[57.1 µM]	-1.7%[57.1 µM]
TRHR PAM	-2.1	3.2	18.8&10.9	0.5	2.3
Pin1 inh	11.7%	-10.5%	4.0%&-9.9%	20.6%	-6.9%
IDH1 R132H inh	-6.3%	-1.7%	-1.5%&-5.0%	52.1µM*	8.3%
TRHR agonist	1.0	0.4	-2.6&-1.7	-0.4	-0.8
USP1-UAF1 inh	-20.3%	-16.6%	-25.8%&-9.7%	?	-8.5%
D2 agonist	0.5	0.2	0.6&-2.1	1.2	-0.8

11: CC(C)=C1C2CCC1C1C(=O)N(c3ccc4c(c3)OCO4)C(=O)C21 (stereo not drawn)
12: O=C(O)c1ccccc1NS(=O)(=O)c1ccccc1C(F)(F)F
13: Cc1cc(/C(N)=N/OC(=O)Nc2ccc(Cl)cc2)no1
14: COc1ccccc1NS(=O)(=O)c1cc(-c2cc(C)no2)ccc1OC
15: CCOC(=O)N1CCC(NC(=O)c2cnn(-c3ccc(C)cc3)c2C2CCN(C(=O)OC(C)(C)C)CC2)CC1
Compound	11	12	13	14	15
TrxR1 inh	-8.2%	-10.0%[57.1 µM]	22.5%[57.1 µM]	26.5%	0.8%
D2 antagonist	-1.2	2.3	0.6	12.1	·
TrxR1 substrate	-3.5%	2.8%[57.1 µM]	4.8%[57.1 µM]	0.8%	-6.2%
TRHR PAM	-0.8	11.7	-3.7	18.1	-7.5
Pin1 inh	-3.5%	-3.6%	-1.0%	5.8%	-4.2%
IDH1 R132H inh	1.3%	7.0%	16.7%	1.8%	9.1%
TRHR agonist	0.1	-0.7	0.6	-0.2	-0.3
USP1-UAF1 inh	-13.5%	-4.5%	-2.8%	-25.4%	-11.9%
D2 agonist	0.6	0.9	0.1	-0.6	0.3

16: CC(C)CCSc1nc2c(c(=O)[nH]c(=O)n2C)n1CCCc1ccccc1
17: C/C(=N\NC(=O)C1CCCC1)c1ccc(C(C)C)cc1
18: CCOC(=O)Cc1csc(NC(=O)Cc2ccc(Br)cc2)n1
19: Cc1n[nH]c(C)c1N1C(=O)c2cccc3c(Br)ccc(c23)C1=O
20: CCc1c(C)nc(SCC(=O)N2CCc3ccccc32)[nH]c1=O
Compound	16	17	18	19	20
TrxR1 inh	6.4%[57.1 µM]	21.6%	13.7%	-14.0%	·
D2 antagonist	35.3*	-3.4	7.4	·	0.1
TrxR1 substrate	-9.4%[57.1 µM]	5.9%	0.4%	-10.3%	·
TRHR PAM	-8.9	-5.1	-7.0	-4.7	-4.7
Pin1 inh	7.4%	18.8%	-2.2%	2.1%	·
IDH1 R132H inh	15.5%	1.8%	1.5%	10.2%	·
TRHR agonist	0.1	-0.1	-2.0	-0.7	0.3
USP1-UAF1 inh	-16.3%	-30.6%	-27.2%	-12.3%	·
D2 agonist	-2.2	0.3	-2.4	·	0.5

# 3 entries from above, with two lines to a compound.
# Value order – TrxR1 inh	D2 antagonist	TrxR1 substrate	TRHR PAM	Pin1 inh	IDH1 R132H inh	TRHR agonist	USP1-UAF1 inh	D2 agonist
17: C/C(=N\NC(=O)C1CCCC1)c1ccc(C(C)C)cc1
→ 21.6%	-3.4	5.9%	-5.1	18.8%	1.8%	-0.1	-30.6%	0.3
18: CCOC(=O)Cc1csc(NC(=O)Cc2ccc(Br)cc2)n1
→ 13.7%	7.4	0.4%	-7.0	-2.2%	1.5%	-2.0	-27.2%	-2.4
19: Cc1n[nH]c(C)c1N1C(=O)c2cccc3c(Br)ccc(c23)C1=O
→ -14.0%	·	-10.3%	-4.7	2.1%	10.2%	-0.7	-12.3%	·

# Later entries.
21: O=S(=O)(Nc1cccc(-n2cnnn2)c1)c1ccc(Cl)cc1
22: Cc1cccc2c1cnn2C(=O)Nc1ccccc1Cl
23: CC(C)c1ccc(/C=C(\C#N)c2nc(-c3ccc(O)cc3)cs2)cc1
24: Fc1cccc(Cl)c1Cn1nnc2c(NCc3ccncc3)ncnc21
25: COc1ccc(C(=O)Cn2c(=O)c(-c3cc(C)ccc3NC(C)=O)nc3ccccc32)cc1
Compound	21	22	23	24	25
TrxR1 inh	15.1%	16.8%[57.1 µM]	50.2%[activator]	5.3%	-20.0%
D2 antagonist	-14.5	9.8	·	·	·
TrxR1 substrate	-4.2%	7.1%[57.1 µM]	-15.2%	6.7%	-15.5%
TRHR PAM	-4.6	-7.8	0.8	13.7	3.6
Pin1 inh	2.3%	-0.3%	-1.6%	33.6%[activator]	1.5%
IDH1 R132H inh	19.2%	5.1%	28.0%	-11.3%	-20.6%
TRHR agonist	-0.2	0.0	7.8	0.3	-0.1
USP1-UAF1 inh	-10.3%	-3.7%	-24.0%	-13.0%	?
D2 agonist	-0.2	0.8	1.3	·	1.6

26: CC(C)C[C@H](NC(=O)C1CCN(S(=O)(=O)c2ccccc2)CC1)C(=O)NCc1cccnc1
27: CCOc1cc(CNc2cccc3ccccc23)cc(Br)c1OCC(=O)NC(C)(C)C
28: Cc1cc(NC(=O)CCC(=O)N(CC2CCCO2)C(C(=O)NC2CCCC2)c2cccnc2)no1 (stereo not drawn)
29: CCN1C(=O)c2cccc3c(S(=O)(=O)NCc4cccnc4)ccc1c23
30: O=C(c1ccc(F)cc1)c1cn[nH]c1-c1ccccc1O
Compound	26	27	28	29	30
TrxR1 inh	29.9%	16.7%	-11.4%	1.1%[57.1 µM]	-2.6%
D2 antagonist	-5.4	5.7	7.2	5.0	-13.0
TrxR1 substrate	8.1%	32.6%	-10.5%	50.4%[activator][57.1 µM]	-4.0%
TRHR PAM	10.6	3.3	-0.2	-5.6	2.6
Pin1 inh	1.1%	-1.1%	-3.2%	0.6%	7.1%
IDH1 R132H inh	0.0%	9.4%	1.5%	-2.0%	-1.0%
TRHR agonist	0.7	-0.2	0.2	0.0	0.6
USP1-UAF1 inh	-30.3%	-18.0%	-2.8%	-18.9%	-19.2%
D2 agonist	-0.3	0.0	-0.1	0.6	-0.7

31: O=C1CN(C(=O)COC(=O)c2ccc[n+]([O-])c2)c2ccccc2N1
32: Cc1ccc(S(=O)(=O)NN2C(=O)/C(=C/c3cccs3)SC2=S)cc1
33: COc1ccc(NC(=O)CCNC(=O)C2CCN(S(=O)(=O)c3ccc(OC)cc3)CC2)cc1
34: CCc1cc2cc3c(cc2nc1SCC(=O)N1CCN(C(=O)c2ccco2)CC1)OCO3
35: CC(C)(C)S(=O)(=O)c1ccc(S(=O)(=O)C(C)(C)C)s1
Compound	31	32	33	34	35
TrxR1 inh	-3.5%[57.1 µM]	-2.4%	13.1%	2.1%[57.1 µM]	·
D2 antagonist	19.7	-9.9	6.5	15.7	5.3
TrxR1 substrate	-5.3%	-6.4%	3.0%	6.0%[57.1 µM]	·
TRHR PAM	-0.7	0.4	-8.0	-5.3	-2.6
Pin1 inh	3.3%	-0.8%	-7.5%	2.3%	·
IDH1 R132H inh	-1.5%	-6.4%	-2.9%	7.9%	·
TRHR agonist	0.3	-0.1	-0.4	-0.4	-0.6
USP1-UAF1 inh	?	-4.1%	-30.6%	0.0%	·
D2 agonist	1.5	-0.4	-0.7	2.1	0.3

36: CCCCc1nnc(NC(=O)c2cccc(S(=O)(=O)N3CCN(C)CC3)c2)s1
37: CCCc1cc2c(=O)c(-c3nc4ccccc4s3)c(COCC(=O)O)oc2cc1O
38: Cc1ccc(C(=O)NCCc2sc(C)nc2C)cc1
39: COC(=O)C1=C(O)CSC1=Nc1cccc(C(F)(F)F)c1
40: COc1ccc(NS(=O)(=O)CC(C)C)c(OC)c1
Compound	36	37	38	39	40
TrxR1 inh	-7.2%	-6.7%[57.1 µM]	-12.1%	4.6%	-9.3%
D2 antagonist	6.7	-3.9	3.1	·	14.2
TrxR1 substrate	-7.2%	7.5%[57.1 µM]	-15.4%	1.6%	-6.8%
TRHR PAM	8.3	6.2	0.0	-0.5	-1.5
Pin1 inh	-0.4%	38.2%[activator]	-2.3%	6.6%	4.9%
IDH1 R132H inh	8.1%	-13.2%	4.6%	6.6%	1.8%
TRHR agonist	0.1	1.3	-1.3	-1.5	0.9
USP1-UAF1 inh	-5.6%	?	-1.7%	-13.2%	-1.8%
D2 agonist	-0.3	0.1	-0.9	·	0.2

# Screening results: PubChem, National Center for Advancing Translational Sciences (NCATS)
